Compound activity deposited in PubChem by several laboratories.
DAT uptake mod: human DAT dopamine uptake with cocaine, either direction. 110,000 compounds, 1.3% hits. AID 449768. B-score at 10 µM. LLC-PK1 hDAT cells, [14C]-dopamine uptake with cocaine IC80; actives deviate in either direction. Q01959;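 active = Z score or B-score, a plate-position-corrected score, falls beyond the plate's 99.7% confidence bounds, in either direction; inactive = both scores lie inside the 99.7% bounds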;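 also: scored against the spread of the other compound wells on the same plate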
Target sequence (Q01959 whole entry, looked up): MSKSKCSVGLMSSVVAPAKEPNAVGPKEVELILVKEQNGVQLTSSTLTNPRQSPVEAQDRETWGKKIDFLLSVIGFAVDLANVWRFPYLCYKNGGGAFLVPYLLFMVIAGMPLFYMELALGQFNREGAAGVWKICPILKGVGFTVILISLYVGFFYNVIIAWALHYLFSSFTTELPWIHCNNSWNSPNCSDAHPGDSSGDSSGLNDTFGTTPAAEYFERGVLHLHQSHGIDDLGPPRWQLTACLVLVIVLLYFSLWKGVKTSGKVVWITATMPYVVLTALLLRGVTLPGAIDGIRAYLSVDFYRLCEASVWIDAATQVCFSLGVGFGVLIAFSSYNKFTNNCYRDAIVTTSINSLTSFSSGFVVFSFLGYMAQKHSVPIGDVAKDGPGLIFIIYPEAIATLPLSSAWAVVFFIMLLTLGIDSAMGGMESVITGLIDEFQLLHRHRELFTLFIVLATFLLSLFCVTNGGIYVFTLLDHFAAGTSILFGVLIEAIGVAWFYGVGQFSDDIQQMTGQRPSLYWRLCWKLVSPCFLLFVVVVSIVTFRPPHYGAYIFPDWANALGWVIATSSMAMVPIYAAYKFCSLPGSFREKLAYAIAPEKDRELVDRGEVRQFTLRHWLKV
S1P2 ag: agonists of human S1P2 receptor; activation, % at 4.5 µM; O95136; S1P2-expressing cell line, agonist reporter read-out; AID 729; 97,000 compounds, 0.46% hits; in the data active = activation above about 16%;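 also: 0% = vehicle low control and 100% = maximal reference agonist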
sEH inhibitor: blocks human soluble epoxide hydrolase activity. P34913. recombinant human sEH enzymatic activity assay. inhibition, % at 2 µM. 91,000 compounds, 0.34% hits; in the data active = inhibition above about 80%; also: values of inactives mirror those of a sister screen read the other way; many of its hits are not listed in these tables
PostGolgi yeast: growth inhibition of a yeast mutant, post-Golgi transport screen | post-Golgi transport phenotypic cell assay | 98,000 compounds, 0.9% hits | inhibition, % at 10 µM | AID 739;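 also: yeast cells grown in 1536-well plates; yeast grown about 18 h at 30C before absorbance read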
CYP2C19 inhib: human CYP2C19 inhibition. P33261. CYP2C19 Supersomes, luciferin-H EGE luminescence, 30 min. inhibition, % at 5 µM. 96,000 compounds, 21% hits;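 active = CYP2C19 inhibition above a set limit at 5 µM in the primary screen, cut at about 50% in these data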;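 also: plate controls were negative control wells for no effect and 2.5 mM tranylcypromine positive control for full effect; values of inactives mirror those of a sister screen read the other way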
Target sequence (P33261 whole entry, looked up): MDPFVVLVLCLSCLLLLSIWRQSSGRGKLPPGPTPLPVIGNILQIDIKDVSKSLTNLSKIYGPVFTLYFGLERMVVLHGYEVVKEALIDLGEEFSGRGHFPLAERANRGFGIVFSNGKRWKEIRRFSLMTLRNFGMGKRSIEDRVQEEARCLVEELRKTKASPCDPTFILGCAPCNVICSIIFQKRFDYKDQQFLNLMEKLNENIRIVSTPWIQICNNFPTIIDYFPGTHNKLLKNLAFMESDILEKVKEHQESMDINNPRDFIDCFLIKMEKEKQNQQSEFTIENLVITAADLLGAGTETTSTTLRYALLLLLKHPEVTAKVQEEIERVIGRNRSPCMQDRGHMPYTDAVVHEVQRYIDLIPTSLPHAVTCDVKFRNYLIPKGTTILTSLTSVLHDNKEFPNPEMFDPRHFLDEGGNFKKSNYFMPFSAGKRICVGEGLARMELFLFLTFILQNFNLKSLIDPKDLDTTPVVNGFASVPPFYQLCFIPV
sEH activator: soluble epoxide hydrolase (human) activation; P34913; purified human sEH enzymatic activity, activator screen; activation, % at 2 µM; 91,000 compounds, 0.04% hits; in the data active = activation above about 37%; also: values of inactives mirror those of a sister screen read the other way
PostGolgi ctrl: inhibits growth of the yeast control strain | 98,000 compounds, 5% hits | inhibition, % at 10 µM | efflux-deficient yeast background strain, growth absorbance A615, 16 h
S1P2 antag: S1P2 (human) receptor antagonism | O95136 | cell-based S1P2 antagonist assay, inhibition at 5 uM | inhibition, % at 5 µM | 97,000 compounds, 0.21% hits | AID 736; in the data active = inhibition above about 45%;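 also: CRE beta-lactamase reporter cells expressing human S1P2 stimulated with S1P; 0% = agonist at EC80 alone and 100% = agonist plus reference antagonist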
CYP2C19 act: increases human CYP2C19 enzyme activity | P33261 | recombinant CYP2C19, luciferin-H EGE luminescence; active compounds read high; 0 = fully inhibited enzyme, 1 = untreated enzyme | activation factor at 5 µM | 96,000 tested, under 10 active;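 active = activation factor of at least 2 at 5 µM in the primary screen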;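 also: 0 = wells with 2.5 mM tranylcypromine and 1 = vehicle-only wells; values of inactives mirror those of a sister screen read the other way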
An asterisk follows results filed as active; / = no result given. Rule as the data show it, unless noted: active = inhibition above about 30%; inactive = the rest. An unsorted share of the library; about 24% have a hit in one of these screens.

SMILES	DAT uptake mod	S1P2 ag	sEH inhibitor	PostGolgi yeast	CYP2C19 inhib	sEH activator	PostGolgi ctrl	S1P2 antag	CYP2C19 act
O=C1CCCc2c1cc(C(=O)NCc1ccco1)c(=O)n2-c1ccccc1	0.2	-9	6	2	-12	-5	-1	10	1.1
CCN(CC)S(=O)(=O)c1ccc(N=Nc2c(C)[nH]n(C(N)=S)c2=O)cc1	-3*	-6	-2	/	/	4	/	-14	/
O=C(CN1CCN(c2ccccn2)CC1)NC1CCCCC1	0.018	-5	14	-9	7	-15	-6	17	0.9
COC(=O)c1ccccc1NC(=O)c1noc2c1CCCC2	-1.6	/	/	2	-1	/	25	/	1
COc1cc(-c2nn3c(Cc4ccccc4)nnc3s2)cc(OC)c1OC	0.56	21*	-18	20	53*	17	43*	-53	0.5
COc1cc(-n2c(=O)c3ccccc3n(Cc3ccccc3)c2=O)cc(OC)c1OC	-0.28	-3	-2	4	62*	4	15	-29	0.4
CC1CCCC(C)N1C(=O)CSc1nnnn1Cc1ccccc1 (centres undefined)	1	-7	3	4	20	-3	15	14	0.8
CC(=O)c1ccc(OCC(O)CN2CCOCC2)cc1 (centres undefined)	0.24	2	/	0	-10	/	-2	-2	1.1
CCOC(=O)c1c(-c2ccc(C)o2)csc1NC(=O)COC(=O)c1ccc(NC(N)=O)cc1	-0.075	-5	10	-7	11	-7	0	21	0.9
COC(=O)C1=C(C)NC(=O)NC1/C=C/c1ccccc1 (centres undefined)	-0.062	-10	-7	0	10	8	-3	-20	0.9
O=C(Cc1ccccc1)N1CCN(C(=O)c2ccco2)CC1	-0.41	-4	32	/	/	-29	/	7	/
Clc1ccc(-c2nnc(CCc3ccccc3)o2)c(Cl)c1	0.28	-5	-1	-5	21	1	5	-27	0.8
CCn1c(SCC(=O)C(C)(C)C)nnc1-c1ccccn1	0.013	-7	-17	-5	34	20	-8	0	0.7
CCCC(CCC(=O)Nc1ccc(C(=O)OCC)cc1)C(=O)O (centres undefined)	0.039	-7	-5	8	/	5	9	-2	/
O=C(CSc1ccc2ccccc2n1)c1ccc2c(c1)OCO2	1.2	-1	-3	9	28	4	32*	-5	0.7
CC1=C(C(=O)OCC2CCCO2)C(c2cccc(O)c2)NC(=O)N1 (centres undefined)	1.2	-12	-4	3	67*	1	9	-1	0.3
CCOC(=O)c1c(NC(=O)CSc2nnc(-c3cccnc3)o2)sc(C(C)=O)c1C	0.29	-8	/	-4	14	/	0	7	0.9
COc1ccccc1-n1c(SCC(=O)NC(C)(C)C)nc(O)cc1=O	-0.1	-4	/	2	-10	/	5	12	1.1
O=C(CCn1c(=O)[nH]c2ccsc2c1=O)NCCc1ccc(Cl)cc1	-0.73	-5	-3	10	70*	1	5	-5	0.3
O=C1CCC(=O)N1c1ccc(CSc2nc3ccccc3[nH]2)cc1	-0.33	-6	-4	3	64*	4	14	16	0.4
Cc1ccc(C(CC(=O)N2CCCC2)c2ccccc2)c(O)c1C (centres undefined)	0.65	-9	5	-6	96*	-4	7	11	0
Cn1c(NC(=O)CCC2CCCCC2)cc(=O)n(C)c1=O	1	-4	2	-5	74*	-4	22	12	0.3
Clc1ccc(-n2ncc3c(NCC4CCCO4)ncnc32)cc1 (centres undefined)	0.65	/	/	-4	8	/	13	/	0.9
O=C(Nc1cccc(C(F)(F)F)c1)c1ccco1	0.097	-2	0	-2	3	-1	6	2	1
Cc1ccc(C(=O)Nc2ccccc2SCC2CSc3nc4ccccc4c(=O)n32)cc1 (centres undefined)	0.23	-7	1	-17	35	-3	-5	-25	0.7

DAT uptake mod, entries above that show a hit.
compound	DAT uptake mod	S1P2 ag	sEH inhibitor	CYP2C19 inhib	sEH activator	PostGolgi ctrl	S1P2 antag	CYP2C19 act
CCN(CC)S(=O)(=O)c1ccc(N=Nc2c(C)[nH]n(C(N)=S)c2=O)cc1	-3*	-6	-2	/	4	/	-14	/

Results in S1P2 antag and CYP2C19 act (three entries from above):
molecule	S1P2 antag	CYP2C19 act
Clc1ccc(-n2ncc3c(NCC4CCCO4)ncnc32)cc1 (centres undefined)	/	0.9
O=C(Nc1cccc(C(F)(F)F)c1)c1ccco1	2	1
Cc1ccc(C(=O)Nc2ccccc2SCC2CSc3nc4ccccc4c(=O)n32)cc1 (centres undefined)	-25	0.7

(more compounds)
SMILES	DAT uptake mod	S1P2 ag	sEH inhibitor	PostGolgi yeast	CYP2C19 inhib	sEH activator	PostGolgi ctrl	S1P2 antag	CYP2C19 act
NS(=O)(=O)c1ccc(CCNc2ncnc3sccc23)cc1	-0.36	-7	-15	-10	83*	12	0	26	0.2
CCOC(=O)C1CCCN(C(=O)c2ccco2)C1 (centres undefined)	0.43	0	1	-3	37	0	-2	5	0.6
COc1ccc(NC(=O)CN2CCCCC2)cc1	-0.36	0	-6	-2	77*	9	-9	-4	0.2
COc1cccc(OC)c1OCCCSc1nc(C)cc(=O)[nH]1	1.2	-3	-2	-6	3	-4	7	-7	1
O=C(CCS(=O)(=O)Cc1ccccc1)NCC1CCCO1 (centres undefined)	2.1*	-1	-14	-4	-4	18	34*	9	1
O=C(CSc1nnc(-c2ccc(S(=O)(=O)N3CCCC3)cc2)o1)NCc1ccccc1	0.14	-7	42	/	/	-42	/	-8	/
CC(C)OC(=O)c1c(N)n(CCCN2CCOCC2)c2nc3ccccc3nc12	2.4	1	-3	11	-4	5	0	-29	1
CCNS(=O)(=O)c1ccc(OC)c(C)c1	0.44	1	-8	0	24	11	11	-22	0.8
Fc1ccc(Cn2nnnc2C(c2ccc(Cl)cc2)N2CCSCC2)cc1 (centres undefined)	0.28	-3	2	-8	94*	2	18	7	0.1
CNc1oc(C)nc1S(=O)(=O)c1ccccc1	-0.23	-1	4	-6	0	-3	-11	-8	1
CCCn1nnc(NC(=O)c2cc(Br)ccc2OC)n1	0.2	-5	6	-2	74*	-6	12	-15	0.3
Cc1cc2cc(CNC(=O)c3ccc(S(=O)(=O)N4CCCCC4)cc3)ccc2[nH]1	0.71	-2	26	3	34	-27	24	13	0.7
CC(=O)N1CCN(c2nc(CC(C)C)c3c(c2C#N)CCC3)CC1	0.75	-4	/	8	73*	/	8	-25	0.3
CCC(=O)c1cccc2c1N=CC1=C(CC(C)(C)CC1=O)N2	1.3	-3	2	-3	27	-3	12	-4	0.7
CCC(SC1=NCCS1)C(=O)Nc1nnc(-c2ccccc2OC)s1 (centres undefined)	-0.13	-7	-9	8	-3	8	23	0	1
CS(=O)(=O)N(Cc1ccccc1)c1ccc(C(=O)NCc2ccccc2)cc1	0.027	-4	6	-1	62*	-4	14	2	0.4
CCC(OC(=O)c1nsc(Cl)c1Cl)C(=O)NCc1ccco1 (centres undefined)	/	-2	-14	-3	59*	14	0	-5	0.4
COc1cc(-c2nc(-c3cccc(C)c3)no2)cc(OC)c1OC	-0.34	4	-6	/	/	10	/	-9	/
CCOC(=O)C(CC)/C(C)=N/NC(=O)c1ccccc1[N+](=O)[O-] (centres undefined)	1.4	0	-3	-24	38	5	5	-6	0.6
O=C(CCn1c(=O)c2ccccc2n(Cc2cccnc2)c1=O)NCc1ccc2c(c1)OCO2	-0.16	-3	/	14	77*	/	9	31	0.2
CN(C)c1nc(Cl)cc(N2CCOCC2)n1	-0.19	-3	-20	4	3	17	0	-28	1
O/N=C1\CCc2cc(Cl)ccc21	-0.022	-1	/	11	14	/	10	5	0.9
CC(C)CC(=O)Nc1nc2ccc(S(=O)(=O)N3CCOCC3)cc2s1	-0.95	-5	4	5	-15	-7	14	0	1.1
CCCc1cc(=O)oc2cc(OCC(=O)N(C)C)c(Cl)cc12	-0.067	/	/	0	6	/	7	/	0.9
C=CCn1c(CSc2nc3ccccc3s2)nnc1SCC(=O)NCc1cccnc1	0.42	-4	7	/	/	-9	/	-2	/

Single values from the results shown.
S1P2 antag result of NS(=O)(=O)c1ccc(CCNc2ncnc3sccc23)cc1 = 26
sEH activator result of COc1cccc(OC)c1OCCCSc1nc(C)cc(=O)[nH]1 = -4

More entries follow.
SMILES	DAT uptake mod	S1P2 ag	sEH inhibitor	PostGolgi yeast	CYP2C19 inhib	sEH activator	PostGolgi ctrl	S1P2 antag	CYP2C19 act
O=C1NN(c2ccccc2)C(=O)C2C3C=CC(C4CC34)C12 (centres undefined)	-0.47	2	6	11	-2	-4	1	-14	1
Cc1ccc2[nH]c(=S)cc(C)c2c1	-1.2	-7	-2	3	6	3	5	-21	0.9
Cc1cc(N2CCN(c3ccccc3)CC2)nc(-c2ccccc2O)n1	1.7	-1	-8	82*	4	5	77*	-17	1
CCn1cc(SCC(N)=O)c2ccccc21	-1.7	/	/	-18	-18	/	7	/	1.2
Cc1ccc(-c2nnn(CC(=O)NC3CCN(Cc4ccccc4)CC3)n2)cc1	-0.097	-7	8	/	/	-8	/	6	/
Cc1oc(-c2ccccc2F)nc1CSCC(=O)NCc1ccc2c(c1)OCO2	0.66	-2	2	-13	78*	-3	-8	9	0.2
COC(=O)c1ccccc1NC(=O)CN(C)S(=O)(=O)c1ccc(OC)cc1	0.067	-2	-12	-1	72*	16	18	-2	0.3
Cc1cnc(NC(=O)CSc2nnc(-c3ccc(Cl)cc3Cl)n2N)s1	1.5	-5	7	-5	23	-4	5	21	0.8
COc1ccc(OC)c(C2C3=C(COC3=O)Nc3cc4c(cc32)OCO4)c1 (centres undefined)	-1.4	5	5	-7	0	-4	-6	-1	1
Clc1ccc(CN2C3=NCCCN3c3ccccc32)cc1	/	-1	-1	1	-1	0	0	11	1
O=C(NCCC1=CCCCC1)c1ccc2c(=O)n3c(nc2c1)CCCCC3	1.8	/	79	1	75*	-78	18	/	0.3
CN1C(=O)CC(n2c(CO)nc3ccccc32)C1=O (centres undefined)	-0.15	-5	0	0	21	0	3	-26	0.8
O=C(c1ccc2c(c1)OCO2)N1CCN(C(=O)c2ccco2)CC1	0.52	-5	-8	-5	17	8	-3	-13	0.8
CCn1c(CNC(=O)COc2ccc(C(C)C)cc2)nnc1SCC(=O)Nc1ccccc1C(C)C	2.4*	-4	50	2	24	-49	43*	14	0.8
CCCN1Cc2cccc(C(=O)N3CCN(c4cc(Cl)ccc4C)CC3)c2C1=O	1.4	-6	12	-1	89*	-9	13	2	0.1
COC(=O)c1ccccc1NC(=O)c1ccc(-c2cccc(Cl)c2)o1	-0.75	-6	-4	-2	8	7	8	-18	0.9
COc1ccc(Cl)c(Cn2c(NCCCO)nc3c2c(=O)n(C)c(=O)n3C)c1	0.78	-1	-7	11	2	6	-1	12	1
O=C(O)CC(C(=O)OCC1CCCO1)N1CCOCC1 (centres undefined)	0	-2	8	-8	1	-4	-2	-6	1
CC(C)C(NC(=O)C12CC3CC(CC(C3)C1)C2)C(=O)NC1=NCCS1 (centres undefined)	-0.82	0	2	-1	27	-2	5	8	0.7
CCOc1ccccc1CNC(=O)C1CCC(=O)N1C(C)C (centres undefined)	-0.83	-5	/	9	3	/	9	3	1
COc1ccc(OC)c(C2=NOC(C(=O)Nc3ccccc3SC)C2)c1 (centres undefined)	-1.5	-1	0	-1	86*	0	16	-12	0.1
COc1ccc(C(O)C(CN2CCOCC2)c2ccccc2)cc1 (centres undefined)	-0.086	-1	-3	-2	15	2	-2	5	0.8
CCOC(=O)N1CCN(Cc2ccccn2)CC1	0.5	-2	-7	19	3	8	-1	-21	1
COc1ccc(OC)c(Nc2cc(-c3ccccc3)nc(N)n2)c1	0.97	0	3	-6	80*	-2	6	4	0.2
CCOC(=O)c1c(C)[nH]c(C(=O)COC(=O)CSCC(=O)N(CC)CC)c1C	-0.31	-7	7	-2	1	-5	-7	-17	1
O=C(NCc1cccnc1)c1cccnc1Sc1ccc(Cl)cc1	1	-7	-16	-6	48	17	-2	14	0.5
O=C(Cn1nc(-c2ccc(Cl)cc2)ccc1=O)N1CCN(c2ccccc2)CC1	/	-5	-8	-4	25	8	15	22	0.7
CCOCCN1CCN(c2c(C)c(C)nc3cc(-c4cc(OC)cc(OC)c4)nn23)CC1	2.5*	4	-1	-3	87*	0	28	-32	0.1
Cc1ccc(C(=O)COC(=O)CCc2nc3ccccc3[nH]c2=O)cc1C	0.014	-3	-6	0	-22	6	24	9	1.2
